# Screens from PubChem BioAssay.
# GDH-TPI inh = inhibits GDH-TPI coupling enzymes, artifact for Mtb FBA screen | GDH-TPI coupled enzyme counterscreen, NADH absorbance | inhibition, % at 4.8 µM | 360,000 tested, 1.2% active | AID 588335; in the data active means inhibition above about 30%;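 further: 0% = DMSO wells and 100% = wells lacking the enzyme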
# Rv3671c protease = inhibitors of M. tuberculosis serine protease Rv3671c | P9WHR9 | inhibition, % at 5.96 µM | 320,000 tested, 0.048% active; in the data active means inhibition above about 38%;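 further: extracellular domain of Rv3671c used as enzyme; 0% = enzyme with DMSO and 100% = no enzyme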
# Target sequence (P9WHR9 whole entry, looked up, the tested form may be a part): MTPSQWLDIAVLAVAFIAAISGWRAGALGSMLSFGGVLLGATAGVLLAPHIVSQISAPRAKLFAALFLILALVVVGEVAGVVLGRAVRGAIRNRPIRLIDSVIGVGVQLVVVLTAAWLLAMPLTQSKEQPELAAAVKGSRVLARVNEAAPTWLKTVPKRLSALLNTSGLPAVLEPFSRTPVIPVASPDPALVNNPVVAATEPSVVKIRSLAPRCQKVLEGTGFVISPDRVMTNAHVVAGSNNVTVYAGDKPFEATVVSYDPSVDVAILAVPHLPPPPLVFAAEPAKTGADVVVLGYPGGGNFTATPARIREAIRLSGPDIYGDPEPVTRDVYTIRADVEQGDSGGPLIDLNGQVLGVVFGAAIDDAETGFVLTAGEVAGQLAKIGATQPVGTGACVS
# Mtb BioA inh = inhibitors of Mycobacterium tuberculosis BioA enzyme | inhibition, % at 9.99 µM | purified M. tuberculosis BioA enzyme, plate reader | 360,000 tested, 0.096% active; in the data active means inhibition above about 40%; inconclusive means no clear call, values can overlap the other calls
# MazEF act = increases E. coli MazEF RNase cleavage of RNA; FAM/BHQ RNA-DNA oligo cleavage fluorescence, 5 h; activation, % at 20 µM; 350,000 tested, 0.32% active; AID 504720; in the data active means activation above about 50%
# Target sequence (P0AE70 whole entry, looked up): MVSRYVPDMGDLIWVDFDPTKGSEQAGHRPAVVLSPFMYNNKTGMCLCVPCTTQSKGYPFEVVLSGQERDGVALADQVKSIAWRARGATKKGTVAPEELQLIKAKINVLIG
# BoNT F protease = BoNT F light chain protease inhibition; Multiplex microsphere protease cleavage assay, flow cytometry; inhibition, % at 10 µM; 360,000 tested, 0.22% active; in the data active means inhibition above about 35%, passing the limit was not always enough; inconclusive means no clear call, values can overlap the other calls; further: plate controls were buffer without enzyme for full effect and enzyme alone for no effect
# FadD28 binding = M. tuberculosis FadD28 bisubstrate binding inhibition; FadD28 bisubstrate probe binding, fluorescence polarization; inhibition, % at 12.5 µM; 360,000 tested, 0.22% active; AID 588549; in the data active means inhibition above about 8.5%, passing the limit was not always enough; inconclusive means no clear call, values can overlap the other calls
# PrPC TRFRET = reduces human prion protein on the cell surface | P04156 | cell surface PrPC, TR-FRET read-out | inhibition, % at 13.8 µM | 370,000 tested, 0.43% active | AID 720596; in the data active means inhibition above about 24%; further: 0% = median of the test wells and 100% = reference compound wells
# FBA Mtb inh = Mtb fructose-bisphosphate aldolase inhibition; P9WQA3; purified M. tuberculosis FBA, fluorescence read-out; inhibition, % at 1 µM; 360,000 tested, 2.3% active; in the data active means inhibition above about 27%;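 further: 0% = vehicle and 100% = reference inhibitor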
# Mtb UGM inh = Mtb UDP-galactopyranose mutase inhibition | P9WIQ1 | 320,000 tested, 0.06% active | inhibition, % at 10 µM | AID 504406 | purified UGM, fluorescence polarization probe displacement; in the data active means inhibition above about 10%, passing the limit was not always enough; inconclusive means no clear call, values can overlap the other calls
# Target sequence (P9WIQ1 whole entry, looked up): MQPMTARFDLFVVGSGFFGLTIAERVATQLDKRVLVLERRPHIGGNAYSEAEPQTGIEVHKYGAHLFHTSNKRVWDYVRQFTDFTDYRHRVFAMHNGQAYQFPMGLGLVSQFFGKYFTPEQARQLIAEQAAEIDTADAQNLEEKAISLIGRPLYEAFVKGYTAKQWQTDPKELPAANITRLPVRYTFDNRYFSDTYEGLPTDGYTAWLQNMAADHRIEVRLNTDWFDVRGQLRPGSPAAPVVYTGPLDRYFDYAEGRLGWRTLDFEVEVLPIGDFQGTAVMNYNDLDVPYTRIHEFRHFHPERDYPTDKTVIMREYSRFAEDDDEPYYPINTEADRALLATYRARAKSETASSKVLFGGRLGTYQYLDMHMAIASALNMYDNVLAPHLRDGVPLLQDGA
# Active calls of the source: *; ? = inconclusive; . = not tested or not shown; & = joins results of further samples.
SMILES,GDH-TPI inh,Rv3671c protease,Mtb BioA inh,MazEF act,BoNT F protease,FadD28 binding,PrPC TRFRET,FBA Mtb inh,Mtb UGM inh
COc1cc(-c2cccc([C@H]3[C@@H]4C=CC[C@@H](C)[C@@H]4C(=O)N3Cc3ccccc3)c2)cc(OC)c1OC,1.8,.,-0.7,-5.8,-7.0,-1.8,-6.6,-0.5,.
O=C(Nc1ccc(Cl)c([N+](=O)[O-])c1)ONC1=NCCCCC1,-3.7,-10.4,0.0,9.2,6.4,-3.4,0.3,0.6,0.5
CCC(NC(=O)NC1CCCCC1)c1ccccc1 (stereo unspecified),-1.2,-13.8,.,4.1,-5.6,-2.4,5.8,2.5,-1.5
CCN(CC)c1nc2n(c(=S)n1)CCS2,5.8,-3.7,1.2,-10.7,3.1,0.6,2.8,3.4,1.2
Cc1ccc(S(=O)(=O)N(CC(=O)Nc2cccc(C(F)(F)F)c2)C(=O)N2CCN(C)CC2)cc1,8.6,9.1,-1.1,6.9,0.9,0.2,0.0,0.4,3.5
CS(=O)(=O)Nc1ccc(-c2ccc(/C=C3\SC(N)=NC3=O)o2)cc1,15.2,5.4,-2.2,-21.3,-1.3,0.0,-49.1,-11.3,0.5
Cc1ccsc1CN(C)Cc1nc(C2CC2)no1,8.1,6.3,.,7.5,-4.0,-1.2,-7.6,1.0,0.3
CC(C)Cc1nnc(NC(=O)C2CCN(C(=O)c3ccc(Cl)cc3)CC2)s1,-2.1,8.0,-1.8,1.8,1.8,-1.4,-3.0,-0.6,-1.1
Cc1cccc(S(=O)(=O)N(C)C[C@@H]2OCc3cnnn3CCCC(=O)N([C@H](C)CO)C[C@@H]2C)c1,-5.2,.,0.9&0.5&-0.5,4.5,-2.1,0.8,-2.8,0.7,.
CC12CCC(C(=O)NCc3ccccc3Cl)(CC1=O)C2(C)C (stereo unspecified),-1.3,4.6,2.8,5.4,-4.1,-1.5,-4.5,-2.1,-5.1
C[C@H](NC(=O)c1ccc(Cl)cc1)C(=O)NNC(=O)c1cccs1,-4.4,3.9,0.1,1.1,-6.4,-2.9,2.7,0.3,-1.7
Cc1ccc(S(=O)(=O)Nc2n[nH]nc2C(=O)NC2CCCCC2)cc1,-7.6,-7.9,.,-12.5,-5.2,-3.2,-0.6,2.2,1.3
Cc1ccc(/C=N/NC(=O)CC2N=C(Cc3ccccc3)NNC2=O)cc1 (stereo unspecified),-5.1,-2.4,2.4,1.8,10.9,1.5,-0.6,12.5,-1.1
Cc1cc(C)n(-c2ncnc3sc4c(c23)CCCC4)n1,4.9,5.1,.,-5.8,-1.5,-0.8,1.3,11.0,-1.8
O=C(CN1C(=O)NC2(CCCCCC2)C1=O)NCc1ccccc1Cl,-3.8,-9.9,6.0,0.2,1.2,-2.1,15.9,-1.6,1.9
O=C(NCC(=O)N1CCC(Cc2ccccc2)CC1)c1ccc(Cl)cc1,-2.1,-2.7,2.0,-2.2,24.8,-2.3,-3.5,0.7,3.6
Fc1ccc(NC(=S)NCc2ccccc2)cc1,11.4,-1.2,-0.5,1.1,16.6,-2.0,-5.6,0.4,0.8
CCc1nnc(NC(=O)c2ccc(NC(=O)C(C)C)cc2)s1,-1.9,-0.4,.,5.6,2.7,0.0,2.7,0.9,-1.3
COC(=O)Cc1ccc(OC2(C)CCN(Cc3ccc4c(c3)OCCO4)C2)cc1 (stereo unspecified),9.8,.,-0.9,.,-6.7,-1.6,-6.6,4.5,.
Cc1ccc(Cl)cc1N1CCN(C(=O)CCS(=O)(=O)c2ccc3c(c2)NC(=O)CO3)CC1,-6.0,-0.1,-1.2,-2.3,3.5,-3.8,15.0,-3.9,-0.5
COc1ccc(-c2nnc(SCC(=O)OC3CCCCC3)o2)cc1OC,8.5,-1.6,-0.3,8.1,4.6,-2.5,2.4,0.2,0.1
CS(=O)(=O)NNC(=O)Cn1nnc(-c2cc(C(F)(F)F)cc(C(F)(F)F)c2)n1,0.8,-2.8,-0.2,12.9,.,-4.8,-0.5,1.5,3.0
COc1cccc(-c2cc(C(F)(F)F)n3ncc(C(=O)NCC4CCCO4)c3n2)c1 (stereo unspecified),23.0,-9.7,-3.1,3.5,-2.2,-0.3,-8.7,-1.9,2.5
O=C(CCc1ccccc1)NCCc1cccs1,-1.9,4.0,.,11.6,3.3,-1.3,8.1,3.6,3.5
CC(=O)NS(=O)(=O)c1ccc(NC(=O)COc2ccc(C(=O)c3ccccc3)cc2)cc1,1.5,-10.3,0.0,-7.4,-5.9,-6.3,-1.6,-0.2,4.5
Cc1ccc(Cl)cc1N1CCN(Cc2nnnn2Cc2ccco2)CC1,2.3,0.9,-1.1,0.8,-1.2,0.4,-0.5,-0.9,-3.6
COC(=O)C1=C(C)NC(=O)/C1=C\N(C)C,8.7,-2.9,.,-1.7,-2.8,1.4,-5.8,-1.4,-2.0
CC1(c2ccc([N+](=O)[O-])cc2)NC(=O)NC1=O (stereo unspecified),9.4,2.7,-1.1,2.9,-32.2,-1.3,-7.9,-1.5,3.3
COc1cccc(N2CCN(CC(=O)Nc3ccc(S(=O)(=O)N4CCCCCC4)cc3)CC2)c1,-8.2,-6.2,-2.7,-10.5,.,0.8,3.4,1.3,-1.4
Cc1ccc(OCC(=O)N/N=C\c2ccc(O)cc2)c([N+](=O)[O-])c1,8.0,0.3,.,10.9,-5.0,-1.5,2.3,-0.5,-3.3
CCOC(=O)CN(C(=O)COc1nc(C)cc(C)c1C#N)c1cccc(Cl)c1,9.0,6.3,-0.4,4.1,.,0.0,-2.5,0.9,-0.3
COc1ccc(-c2noc(CSc3nnc(-c4ccncc4)n3-c3ccc(F)cc3)n2)cc1OC,4.5,0.8,0.2,-6.0,-5.8,-4.1,-5.5,-3.1,0.4
NS(=O)(=O)c1ccc(CCNC(=O)CCNS(=O)(=O)c2ccccc2C(F)(F)F)cc1,4.2,2.2,-1.2,-5.5,5.3,-2.5,4.9,-0.5,-0.4
O=C(c1ccc2c(=O)n(Cc3ccccc3)c(=S)[nH]c2c1)N1CCOCC1,6.5,1.4,-0.1,5.4,-2.1,.,-3.6,-0.4,-1.5
COc1ccc(OCCSc2nc3ccccc3c(=O)[nH]2)cc1,11.3,-4.3,-1.8,10.1,-13.2,0.4,7.1,0.6,-1.7
O=C(Nc1cccc(NC(=O)C2CCCO2)c1)C1CCCO1 (stereo unspecified),3.8,0.1,-1.0,-9.3,-1.5,-0.2,-3.0,0.5,1.6
Cc1cc(SCC(=O)Nc2ccccc2)nc(C)n1,-4.5,-4.0,3.2,-2.9,-6.5,-1.4,1.3,2.9,0.0
CCOC(=O)C[C@H]1c2ccccc2S(=O)(=O)N1C1CC1,5.2,-6.6,0.6,2.3,-1.9,-0.2,14.6,-1.6,-1.8
O=[N+]([O-])c1ccc(O)c(/C=N/Nc2ncnc3c2cnn3-c2ccccc2)c1,9.3,.,0.8,-8.8,0.4,-1.5,-3.1,5.6,-1.8
CC(=O)N1CCN(c2ccc(NC(=O)c3ccccc3)cc2)CC1,4.6,8.4,1.1,4.2,?,-2.7,-8.2,-2.1,4.8

# Some of the entries so far, as labelled records.
O=C(c1ccc2c(=O)n(Cc3ccccc3)c(=S)[nH]c2c1)N1CCOCC1
  GDH-TPI inh = 6.5
  Rv3671c protease = 1.4
  Mtb BioA inh = -0.1
  MazEF act = 5.4
  BoNT F protease = -2.1
  FadD28 binding = .
  PrPC TRFRET = -3.6
  FBA Mtb inh = -0.4
  Mtb UGM inh = -1.5
Cc1ccc(Cl)cc1N1CCN(Cc2nnnn2Cc2ccco2)CC1
  GDH-TPI inh = 2.3
  Rv3671c protease = 0.9
  Mtb BioA inh = -1.1
  MazEF act = 0.8
  BoNT F protease = -1.2
  FadD28 binding = 0.4
  PrPC TRFRET = -0.5
  FBA Mtb inh = -0.9
  Mtb UGM inh = -3.6

# Single values from the list.
# Cc1cc(C)n(-c2ncnc3sc4c(c23)CCCC4)n1 | Rv3671c protease: 5.1
# CCOC(=O)CN(C(=O)COc1nc(C)cc(C)c1C#N)c1cccc(Cl)c1 | FBA Mtb inh: 0.9

# Remaining list, next part:
SMILES,GDH-TPI inh,Rv3671c protease,Mtb BioA inh,MazEF act,BoNT F protease,FadD28 binding,PrPC TRFRET,FBA Mtb inh,Mtb UGM inh
CC(C)CCNc1nc2c(c(=O)n(Cc3cccc(F)c3)c(=O)n2C)n1C,5.2,4.7,-0.5,0.8,-8.1,-3.1,7.6,-3.5,0.6
Cc1ccc(N/N=C2\CCS(=O)(=O)c3sccc32)cc1,5.1,3.8,.,-4.5,-6.1,0.0,8.5,0.4,0.5
CN1CCN(C(=S)c2cn(Cc3ccccc3)c3ccccc23)CC1,-1.9,-5.6,0.0,-6.8,-1.9,-0.3,6.8,2.4,-1.8
O=C(CN1CCN(Cc2ccccc2)CC1)N/N=C/c1ccccc1F,-7.8,1.4,0.2,3.6,?,-2.4,2.1,2.2,-4.6
Cc1ccc(NC(=S)N(Cc2ccco2)C(C)c2cccs2)cc1 (stereo unspecified),0.0,-3.2,-1.2,0.9,-4.2,-2.7,6.5,-1.4,-0.8
CC(C)[C@H](NS(=O)(=O)c1cccc(Cl)c1)C(=O)OCC(=O)N1CCN(c2ccccc2)CC1,2.2,4.2,-0.5,-2.6,-8.3,-1.0,9.2,-1.1,-0.3
CC1CCN(c2ccccc2NC(=S)NC(=O)C(C)(C)C)CC1,4.3,9.7,.,11.0,-1.0,-4.6,3.1,4.2,-1.1
CC1(c2ccc([N+](=O)[O-])cc2)NC(=O)N(CC(=O)Nc2ccc(N3CCCCC3)cc2)C1=O (stereo unspecified),3.1,8.4,.,6.8,-2.1,-1.4,-21.5,-0.7,-0.7
CCC(=O)NCC(c1cccs1)S(=O)(=O)c1ccc(C)cc1 (stereo unspecified),1.7,3.1,-2.0,-2.3,-1.7,0.9,-2.9,1.3,0.2
Cc1cccc(OP(=O)(Nc2ccc(F)cc2)Oc2cccc(C)c2)c1,-1.6,-3.0,.,-13.5,1.4,0.0,4.3,-1.4,-0.2
O=C(c1ccccc1)n1c(=O)c(F)cn(COCCBr)c1=O,10.0,-0.5,0.4,7.8,-4.7,-2.3,0.1,-3.0,-0.4
CCCCCCC(C)NC(=S)Nc1cc(S(=O)(=O)N(C)C)ccc1C (stereo unspecified),-1.5,-17.6,.,-1.2,6.9,-0.2,3.1,-0.7,-0.7
COC(=O)c1ccc(NC(=S)NNC(=O)c2ccccc2)cc1,12.3,0.5,.,8.6,2.6,-0.5,5.2,2.3,0.4
O=C(Cn1cnc([N+](=O)[O-])n1)NCCO,-18.8,-3.0,-2.0,5.1,-6.4,-3.4,-12.9,0.2,-1.3
O=C(CSc1nnc(-c2ccncc2)n1C1CC1)c1cccs1,-2.2,.,1.8,1.6,-3.3,-3.3,-0.8,-1.7,.
CN(C)C(=O)Cn1nc(-c2ccccc2)c2ccccc2c1=O,0.4,-7.8,-2.2,-1.1,-6.2,-0.4,4.9,1.1,2.1
O=C1ON=C(c2ccccc2[N+](=O)[O-])/C1=C/c1cccc([N+](=O)[O-])c1O,6.7,9.1,-0.9,4.5,3.1,-1.7,-1.3,-3.6,-3.7
CCN(C(=O)COC(=O)/C=C/c1ccc2c(c1)OCO2)c1c(N)n(Cc2ccccc2)c(=O)[nH]c1=O,14.6,.,0.7,4.7,0.5,-4.2,0.1,3.5,.
CCOC(=O)C1=C(CSc2n[nH]c(N)n2)NC(=O)NC1C (stereo unspecified),2.2,-4.7,-1.3,3.1,-7.2,-1.9,3.6,5.6,1.4
Cc1ccc(NC(=O)c2ccc(F)cc2F)cc1,2.2,-8.4,0.3,7.5,-5.3,-0.8,-8.3,-1.9,0.1
CCOc1ccc(NC(=O)NCC2CCN(c3ccc(OC)cc3)C2)cc1 (stereo unspecified),33.3*,-7.2,-1.4,2.8,-4.1,0.5,-1.2,4.8,1.4
Cc1ccnn1-c1ccc(C(=O)OCC(=O)Nc2ccc(F)cc2)cc1,6.0,.,.,-4.7,-1.7,-0.9,7.1,1.3,.
Cc1cc(=O)n(C)c(=O)n1CCCCCOc1cccc([N+](=O)[O-])c1,2.8,2.9,1.1,4.2,-3.1,-0.8,-2.4,2.9,0.3
CC(C)C(N)c1csc(Nc2ccc(C(F)(F)F)cn2)n1 (stereo unspecified),4.0,.,0.8,.,-1.5,-5.9,-11.3,1.8,.
CC1(C)CC(=O)C(C=NCCN2CCN(CC(=O)Nc3ccc(F)cc3)CC2)=C(O)C1,-2.6,-4.6,.,-0.4,-7.2,-2.4,-4.0,-1.0,-0.1
